Source: PubChem BioAssay
SENP8 block-1: blocks the human protease SENP8 | Q96LD8 | purified SENP8, Z-RLRGG-aminoluciferin cleavage, luminescence | inhibition, % at 10 µM | 1.2% of 330,000 active | AID 2540; in the data active = inhibition above about 50%
SENP7 inh: SENP7 protease inhibition; recombinant SENP7, Z-RLRGG-aminoluciferin luminescence, 40 min; inhibition, % at 5 µM; 1.5% of 330,000 active;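 active = inhibition above about 50% at the single test dose, limit read from the data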;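 note: plate controls were DMSO with enzyme for no effect and no enzyme buffer wells for full effect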
HKDC1 inh: HKDC1 (human) hexokinase inhibition; 0.16% of 340,000 active; AID 493160; recombinant HKDC1, G6PDH/diaphorase resazurin coupled fluorescence; inhibition, % at 20 µM;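 active = inhibition above about 35% when tested at 20 µM, limit read from the data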;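 note: plate controls were DMSO wells with enzyme for no effect and DMSO wells lacking enzyme for full effect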
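Test system: Recombinant HKDC1 (HK5) hexokinase enzyme, produced in-house | Input: HKDC1 at 5 µg/mL | Buffer or medium: Tris pH 8.0 buffer with MgCl2, Tween-20, BSA, BME | Schedule: 90 min reaction incubation at room temperature, dark | Technique: Resazurin-to-resorufin fluorescence via G6PDH and diaphorase coupling, 525/613 nm | Controls: DMSO wells with and without enzyme mix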
PfG6PD inh: PfG6PD (Plasmodium falciparum) enzyme inhibition. inhibition, % at 20 µM. PfGluPho enzyme, NADPH resazurin-diaphorase fluorescence. 0.78% of 350,000 active;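 active = inhibition reaching at least a set limit at 20 µM in the primary screen, cut at about 59% in these data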;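 note: 0% = DMSO wells with substrate and 100% = DMSO wells lacking glucose-6-phosphate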
SENP1 inh: SENP1 (human) catalytic domain inhibition; inhibition, % at 10 µM; AID 624204; 0.21% of 360,000 active; Q9P0U3; recombinant SENP1 catalytic domain, CyPet-SUMO1-YPet FRET cleavage;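 active = inhibition at least 30% at 10 µM, raw YFP signal under a set limit, fluorescence ratio 0.5 to 1.5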;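 note: 0% = enzyme with DMSO and 100% = no enzyme wells; some results filed as inactive read as strong as hits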
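Assay system: hSENP1 catalytic domain, recombinant. Amount: SENP1 enzyme, 20 pM final. Schedule: 50 min reaction, RT, dark. Technique: FRET, CFP and YFP emission. Control set: no-enzyme wells low, DMSO-plus-enzyme wells high control.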
Apaf1 inhib: human Apaf-1 inhibition; 0.71% of 330,000 active; inhibition, % at 20 µM; reconstituted apoptosome caspase-3 activity, DEVD-Rh110 fluorescence; AID 489030; O14727; active = inhibition of at least 40% at 20 µM;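 note: plate controls were DMSO wells for no effect and DEVD-CHO caspase inhibitor wells for full effect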
Target sequence (O14727 whole entry, looked up): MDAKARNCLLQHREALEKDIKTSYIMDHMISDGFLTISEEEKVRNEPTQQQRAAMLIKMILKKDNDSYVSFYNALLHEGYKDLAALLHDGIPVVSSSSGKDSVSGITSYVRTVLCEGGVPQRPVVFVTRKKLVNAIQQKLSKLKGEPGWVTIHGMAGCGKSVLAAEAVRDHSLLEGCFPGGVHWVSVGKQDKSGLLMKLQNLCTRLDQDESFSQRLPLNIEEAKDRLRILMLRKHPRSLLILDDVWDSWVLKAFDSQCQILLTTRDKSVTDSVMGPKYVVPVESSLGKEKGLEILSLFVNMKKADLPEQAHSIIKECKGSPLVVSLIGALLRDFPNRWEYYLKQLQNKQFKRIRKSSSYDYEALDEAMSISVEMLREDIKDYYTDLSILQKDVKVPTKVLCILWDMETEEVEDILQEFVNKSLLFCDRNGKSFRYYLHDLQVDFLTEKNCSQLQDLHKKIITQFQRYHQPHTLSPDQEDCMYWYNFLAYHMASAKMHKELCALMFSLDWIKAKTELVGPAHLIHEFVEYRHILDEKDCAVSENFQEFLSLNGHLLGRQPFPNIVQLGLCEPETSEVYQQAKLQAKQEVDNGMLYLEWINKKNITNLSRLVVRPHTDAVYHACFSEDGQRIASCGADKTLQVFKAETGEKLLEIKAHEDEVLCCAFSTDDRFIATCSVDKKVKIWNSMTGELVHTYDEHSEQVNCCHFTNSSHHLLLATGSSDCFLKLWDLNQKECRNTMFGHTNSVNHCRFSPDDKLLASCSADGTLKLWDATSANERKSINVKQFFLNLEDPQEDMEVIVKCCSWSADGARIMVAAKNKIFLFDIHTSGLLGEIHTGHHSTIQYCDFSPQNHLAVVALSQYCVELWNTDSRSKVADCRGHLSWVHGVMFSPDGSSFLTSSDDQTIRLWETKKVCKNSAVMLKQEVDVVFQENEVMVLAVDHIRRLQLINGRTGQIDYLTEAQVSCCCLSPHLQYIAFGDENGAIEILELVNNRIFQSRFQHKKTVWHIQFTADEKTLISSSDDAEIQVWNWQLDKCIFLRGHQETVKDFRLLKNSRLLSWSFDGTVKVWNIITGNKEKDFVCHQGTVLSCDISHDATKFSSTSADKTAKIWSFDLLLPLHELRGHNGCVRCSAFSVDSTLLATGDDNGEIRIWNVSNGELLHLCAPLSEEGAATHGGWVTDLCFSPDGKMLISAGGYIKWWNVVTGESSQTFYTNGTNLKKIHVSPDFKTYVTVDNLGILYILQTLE
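Material: reconstituted apoptosome with Apaf-1, cytochrome c, caspase-9, procaspase-3, dATP. Technique: Rh110 fluorescence intensity. Buffer or medium: pH 7.5 Hepes buffer with CHAPS, BSA, DTT. Times: 30 min plus 50 min, RT.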
SENP8 block-2: SENP8 (human) protease inhibition. Q96LD8. recombinant SENP8, Nedd8 substrate fluorescence. inhibition, % at 20 µM. 0.64% of 360,000 active. AID 602440; in the data active = inhibition mostly above about 40%, no sharp cut-off; inactive = mostly below about 27%
SENP6 inh: inhibitors of human SENP6 protease; 1.8% of 330,000 active; inhibition, % at 10 µM; Recombinant SENP6 catalytic domain, aminoluciferin luminescence; AID 2599; Q9GZR1;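 active = inhibition above about 50% at the single tested dose, limit read from the data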;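 note: plate controls were DMSO wells with enzyme for no effect and DMSO wells lacking enzyme for full effect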
* = called active by the depositor; i = inactive; x = not tested or not shown.

SMILES	SENP8 block-1	SENP7 inh	HKDC1 inh	PfG6PD inh	SENP1 inh	Apaf1 inhib	SENP8 block-2	SENP6 inh
CCCCC(=O)NC(c1ccc(Cl)cc1)c1ccc2cccnc2c1O (stereo unspecified)	-7	9	-23	-36	-1	2	24	5
CCCCN1CCc2c1nc1ccc(Br)cc1c2N	-6	3	-1	33	1	-14	-181	-5
Cc1nonc1CN(C)C(=O)CC1C(=O)NCCN1Cc1ccccc1F (stereo unspecified)	10	0	-5	-1	-7	-12	-55	-9
COc1ccccc1C(=O)COC(=O)Cc1c[nH]c2ccccc12	10	2	-3	-9	0	3	-24	2
COc1ccc(C(=O)COC(=O)CCNS(=O)(=O)c2ccccc2)c(OC)c1	1	1	-3	6	2	8	2	-3
CC(=O)NS(=O)(=O)c1ccc(NC(=O)CSc2ccccc2)cc1	-3	-3	-6	1	-1	-20	10	-16
CC(C1CCN(Cc2cn(C)nc2-c2cccc(Cl)c2)CC1)N1CCOCC1 (stereo unspecified)	0	-2	9	-12	0	-12	11	-13
O=C(O)C(=O)Cc1c[nH]c2ccccc12	-2	-15	2	-2	-97	4	-50	2
Cc1ccc(-c2nc(CN3CCCCC3c3cccc(F)c3)c(C)o2)o1 (stereo unspecified)	-1	4	0	4	-34	12	-57	-6
Cc1ccc(Cl)cc1NC(=O)c1ccc(CSc2nnnn2C)cc1	0	1	-10	-9	0	12	8	0
O=C(Cn1cnc2ccccc2c1=O)Nc1nnc(C2CC2)s1	-9	-5	0	-7	1	5	3	-11
O=[N+]([O-])c1cccc(-c2c(-c3ccccc3)ncc3ccc(F)cc23)c1	-4	3	12	17	4	11	5	12
NS(=O)(=O)c1ccc(CNC(=S)NCc2ccc(Cl)cc2)cc1	3	-2	-11	-7	-5	0	13	-9
COc1ccc(OCCN2CCN(S(=O)(=O)c3ccccc3C#N)CC2)cc1	-7	12	1	-6	2	10	14	-6
CCCCNC(=O)C(c1ccc(OCC(=O)OC)c(C(=O)OC)c1)N(CCc1c[nH]c2ccccc12)C(=O)CCCCCN1C(=O)NC(c2ccc(-c3ccccc3)cc2)C(C(=O)OCc2ccccc2)=C1C (stereo unspecified)	-3	3	x	x	x	19	x	-7

An excerpt from above in order of length of the SMILES, descending:
SMILES	SENP8 block-1	SENP7 inh	HKDC1 inh	PfG6PD inh	SENP1 inh	Apaf1 inhib	SENP8 block-2	SENP6 inh
CCCCNC(=O)C(c1ccc(OCC(=O)OC)c(C(=O)OC)c1)N(CCc1c[nH]c2ccccc12)C(=O)CCCCCN1C(=O)NC(c2ccc(-c3ccccc3)cc2)C(C(=O)OCc2ccccc2)=C1C (stereo unspecified)	-3	3	x	x	x	19	x	-7
NS(=O)(=O)c1ccc(CNC(=S)NCc2ccc(Cl)cc2)cc1	3	-2	-11	-7	-5	0	13	-9
O=C(Cn1cnc2ccccc2c1=O)Nc1nnc(C2CC2)s1	-9	-5	0	-7	1	5	3	-11

Some of the entries so far, with bars between the fields.
canonical_smiles | SENP8 block-1 | SENP7 inh | HKDC1 inh | PfG6PD inh | SENP1 inh | Apaf1 inhib | SENP8 block-2 | SENP6 inh
CC(C1CCN(Cc2cn(C)nc2-c2cccc(Cl)c2)CC1)N1CCOCC1 (stereo unspecified) | 0 | -2 | 9 | -12 | 0 | -12 | 11 | -13
O=C(O)C(=O)Cc1c[nH]c2ccccc12 | -2 | -15 | 2 | -2 | -97 | 4 | -50 | 2
Cc1ccc(-c2nc(CN3CCCCC3c3cccc(F)c3)c(C)o2)o1 (stereo unspecified) | -1 | 4 | 0 | 4 | -34 | 12 | -57 | -6
Cc1ccc(Cl)cc1NC(=O)c1ccc(CSc2nnnn2C)cc1 | 0 | 1 | -10 | -9 | 0 | 12 | 8 | 0

Next section.
SMILES	SENP8 block-1	SENP7 inh	HKDC1 inh	PfG6PD inh	SENP1 inh	Apaf1 inhib	SENP8 block-2	SENP6 inh
CN(Cc1ccc(F)cc1)C(=O)c1cccc(S(=O)(=O)N2CCN(Cc3ccccc3)CC2)c1	-19	-13	-1	-11	1	26	-3	-10
O=C(CC1CCCC1)N1CCN(S(=O)(=O)c2ccc(F)cc2)CC1	9	2	-6	-3	2	4	16	2
O=C(NC1CCCC1)c1ccc(Br)o1	8	6	5	-3	0	-5	16	9
CCc1noc(C)c1C(=O)OCC(=O)Nc1ccccc1SC	19	0	-3	-12	3	0	5	-1
COc1cc(NC(=O)C(C)Oc2ccccc2)ccc1NC(=O)COc1ccccc1 (stereo unspecified)	-2	-5	2	12	1	15	-7	-11
O=C(CN1C(=O)CCS(=O)(=O)c2ccccc21)NCc1ccc2c(c1)OCO2	5	7	-6	12	0	-9	18	-10
Cc1cccc(C(=O)N[C@H](C(=O)Nc2nc(C)cs2)C(C)C)c1	-3	5	-12	7	0	-4	10	-5
CCc1ccc(CN(C)C(=O)C2=CC=CN3CCS(=O)(=O)N=C23)cc1	9	3	-8	-1	1	1	-258	0
COc1ccccc1OCCSc1nc2ccccc2n1CC(O)CO (stereo unspecified)	4	2	-4	4	2	-2	13	6
COc1ccc(CN(CC(=O)NC2CCCCC2)C(=O)CCCC(=O)Nc2ccccn2)cc1	-1	-2	-2	-8	0	4	17	-17
Cc1c(Cl)cnc(NC(=O)COC(=O)/C=C/c2ccco2)c1Cl	0	4	1	27	-16	9	-47	0
COc1ccc(C(C)=O)cc1CS(=O)(=O)CC(=O)O	-10	-1	-5	-9	2	1	-403	-24
O=C(O)CCCCn1c(SCc2cc(=O)n3cc(Cl)ccc3n2)nc2ccsc2c1=O	-4	5	-1	4	2	6	-287	6
Cc1ccc(S(=O)(=O)N2CCOCC2)cc1C(=O)OCC(=O)c1ccc[nH]1	0	-4	-1	3	-2	4	-1	-29
Cc1cc(Cl)cc(C)c1OCCCCn1ccnc1	-5	5	-2	4	1	-23	27	4
O=C(/C=C\Nc1ccccn1)c1ccccc1	90*	97*	-4	12	-16	4	-209	95*
CC1(OC(=O)CCc2ccccc2)C(=O)C=C2C=C(c3ccc(C#N)cc3)N(C(CO)CO)C=C2C1=O (stereo unspecified)	0	-3	22	65*	-49	27	-82	10
COc1ccc(C2CC(=O)C3=C(C2)Nc2ncnn2C3c2ccccc2C)c(OC)c1 (stereo unspecified)	-7	-3	-4	0	4	15	0	-7
O=c1c(Cc2ccc(Cl)cc2)c(O)ccn1Cc1ccccc1	3	1	7	2	2	4	11	-22
CN(C(=O)COc1ccc(-c2nnco2)cc1)C1CCS(=O)(=O)C1 (stereo unspecified)	-14	-13	-2	-14	1	8	-9	-14
CCOc1cc(NS(=O)(=O)c2ccccc2)c(OCC)cc1NC(=O)c1ccco1	3	4	13	13	-112	-4	1	0
O=C(Nc1ccccc1)c1nc[nH]c1C(=O)N1CCc2ccccc2C1	0	2	0	7	-1	7	3	6
Cc1ccc(-n2ncc3c(NCc4ccccn4)ncnc32)c(C)c1	-1	2	1	-6	2	-3	-28	-11
CCn1ncc(Br)c1C(=O)Nc1ccc2c(c1)OCCO2	-3	-5	-5	-2	3	-9	10	4
COc1ccc(-n2cc(C(=O)O)c3ccccc3c2=O)cc1	-16	-4	-3	-11	1	0	-11	-3
CC1CCCN(C(=O)CNC(=O)c2ccco2)C1 (stereo unspecified)	0	7	0	-4	1	2	4	5
COC(=O)C1=C(C(=O)OC)N2C=CC=CC2(C)C(C(=O)OC)=C1C(=O)OC (stereo unspecified)	x	x	-10	15	-44	x	14	x
Cc1ccc(C)c(OCC(=O)N(C)CC(=O)Nc2ccc(Cl)c(C(F)(F)F)c2)c1	7	-2	3	10	2	14	8	5
Cc1nnc(SCC(=O)N(C)c2ccccc2)n1-n1cccc1	-10	13	-3	2	1	-2	18	-11
CC(NS(=O)(=O)c1cccc(C(=O)NCc2ccncc2)c1)c1ccccc1 (stereo unspecified)	2	3	-5	-10	-2	-3	15	4

Record cards, from the list above. Order of screens: SENP8 block-1	SENP7 inh	HKDC1 inh	PfG6PD inh	SENP1 inh	Apaf1 inhib	SENP8 block-2	SENP6 inh
`CCOc1cc(NS(=O)(=O)c2ccccc2)c(OCC)cc1NC(=O)c1ccco1` is listed with 3	4	13	13	-112	-4	1	0
`CCn1ncc(Br)c1C(=O)Nc1ccc2c(c1)OCCO2` is listed with -3	-5	-5	-2	3	-9	10	4
`Cc1ccc(-n2ncc3c(NCc4ccccn4)ncnc32)c(C)c1` is listed with -1	2	1	-6	2	-3	-28	-11

Next results follow:
SMILES	SENP8 block-1	SENP7 inh	HKDC1 inh	PfG6PD inh	SENP1 inh	Apaf1 inhib	SENP8 block-2	SENP6 inh
CN1CCN(CC(=O)NN2CC(=O)N(c3ccc(F)cc3)CC2=O)CC1	-6	7	-4	8	-1	-10	11	-23
COc1ccccc1/C=C1\SC(=S)N(C(C(=O)O)c2ccccc2)C1=O (stereo unspecified)	-3	-9	1	2	-9	2	24	-55
CCOc1ccc(/C=C2\SC(=S)N(CCC(=O)Nc3ccccc3C(=O)O)C2=O)cc1	4	1	18	-1	-25	23	21	6
Cc1ccc(S(=O)(=O)c2nc(-c3ccccc3Cl)oc2N(C)C)cc1	-13	-12	3	-6	3	30	-103	8
CCOC(=O)C1=C(CS(=O)(=O)c2ccccc2)NC(=O)NC1c1ccccc1 (stereo unspecified)	1	-2	1	-6	2	7	26	-17
COc1cc2c(cc1OC)CN(S(C)(=O)=O)CC2	-10	-8	-4	6	0	6	8	-6
COc1ccc(C(=O)Nc2scc(-c3ccc(Cl)cc3Cl)c2C(N)=O)cc1	-40	10	3	22	-22	23	i	-25
O=C(Nc1cc(C(F)(F)F)ccc1Cl)C(Sc1cccc[n+]1[O-])c1ccccc1 (stereo unspecified)	-4	5	-14	42	2	3	5	-7
CCN1CCN(C(=O)CCc2nc3ccccc3c(=O)[nH]2)CC1	-15	-3	2	-15	-9	2	24	-19
COC(=O)c1sccc1NC(=O)c1cccnc1	-2	-5	-2	-9	-1	-1	19	0
O=C(NCc1ccc(Cl)cc1)C1CC(O)CN1S(=O)(=O)c1ccc(Cl)cc1 (stereo unspecified)	7	1	0	-3	4	8	6	-8
O=C(CSc1ccccn1)Nc1ccc2c(c1)CCC2	4	4	-3	7	-1	8	-8	1
Fc1cccc(Cl)c1CSC1=NCCS1	-4	-2	5	-17	-1	-1	10	2
Cc1ccc2cc(CCNC(=O)c3ccc(Br)o3)c(=O)[nH]c2c1	-3	0	13	1	-1	-11	-77	0
O=C(CC1SC(N2CCCCC2)=NC1=O)Nc1cccc(C(=O)NCc2ccccc2)c1 (stereo unspecified)	-4	11	-4	9	-3	1	-7	-24
CN(C(=O)c1ccc2ccccc2c1)c1ccccn1	-3	-2	-1	-4	-1	-5	0	13
CC1CCCC(NC(=O)COC(=O)Cc2ccc(Cl)cc2)C1C (stereo unspecified)	8	-7	-2	-7	5	6	6	0

In a second layout: results already given
Molecule | SENP8 block-1 | SENP7 inh | HKDC1 inh | PfG6PD inh | SENP1 inh | Apaf1 inhib | SENP8 block-2 | SENP6 inh
Cc1ccc2cc(CCNC(=O)c3ccc(Br)o3)c(=O)[nH]c2c1 | -3 | 0 | 13 | 1 | -1 | -11 | -77 | 0
O=C(NCc1ccc(Cl)cc1)C1CC(O)CN1S(=O)(=O)c1ccc(Cl)cc1 (stereo unspecified) | 7 | 1 | 0 | -3 | 4 | 8 | 6 | -8
